# Assay outcomes as filed in PubChem.
# Kir21 block – Kir2.1 (mouse) channel inhibition. AID 1672. 310,000 compounds, 0.85% hits. HEK293-Kir2.1, FluxOR thallium flux fluorescence; active compounds read low. B-score at 10 µM. P35561;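 active = fluorescence ratio B-score at or below minus 3 SD of library scores, with starting-brightness B-score within 2 SD, cut at about -4.2 in these data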;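 also: channel flux triggered by added potassium and thallium sulfate stimulus; B-score of peak minus minimum fluorescence over baseline after thallium stimulus; more negative B-score means stronger Kir2.1 block with less thallium influx; some compounds called inactive have numbers as strong as hits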
# CHT inh – inhibitors of human choline transporter CHT; Q9GZV3; CHT-expressing cells, membrane potential dye, choline response; active compounds read low; B-score at 10 µM; 310,000 compounds, 0.86% hits;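 active = B-score over 3 SD under the library average, and starting fluorescence ratio not unusually high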;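 also: choline stimulus applied at its EC90 after an EC20 pre-addition; B-score computed on integrated fluorescence ratio after choline addition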
# KCNQ2 inh – KCNQ2 channel blockers in CHO-K1 cells – cell-based, FluxOR thallium flux, B-score, primary screen (AID 2156). O88943. 20 min; active compounds read low. B-score at 10 µM. 310,000 compounds, 1.1% hits;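 active = fluorescence ratio B-score at most minus 3 library SDs, with starting brightness B-score within 2 library SDs, cut at about -5.5 in these data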
# Target sequence (O88943 whole entry, looked up): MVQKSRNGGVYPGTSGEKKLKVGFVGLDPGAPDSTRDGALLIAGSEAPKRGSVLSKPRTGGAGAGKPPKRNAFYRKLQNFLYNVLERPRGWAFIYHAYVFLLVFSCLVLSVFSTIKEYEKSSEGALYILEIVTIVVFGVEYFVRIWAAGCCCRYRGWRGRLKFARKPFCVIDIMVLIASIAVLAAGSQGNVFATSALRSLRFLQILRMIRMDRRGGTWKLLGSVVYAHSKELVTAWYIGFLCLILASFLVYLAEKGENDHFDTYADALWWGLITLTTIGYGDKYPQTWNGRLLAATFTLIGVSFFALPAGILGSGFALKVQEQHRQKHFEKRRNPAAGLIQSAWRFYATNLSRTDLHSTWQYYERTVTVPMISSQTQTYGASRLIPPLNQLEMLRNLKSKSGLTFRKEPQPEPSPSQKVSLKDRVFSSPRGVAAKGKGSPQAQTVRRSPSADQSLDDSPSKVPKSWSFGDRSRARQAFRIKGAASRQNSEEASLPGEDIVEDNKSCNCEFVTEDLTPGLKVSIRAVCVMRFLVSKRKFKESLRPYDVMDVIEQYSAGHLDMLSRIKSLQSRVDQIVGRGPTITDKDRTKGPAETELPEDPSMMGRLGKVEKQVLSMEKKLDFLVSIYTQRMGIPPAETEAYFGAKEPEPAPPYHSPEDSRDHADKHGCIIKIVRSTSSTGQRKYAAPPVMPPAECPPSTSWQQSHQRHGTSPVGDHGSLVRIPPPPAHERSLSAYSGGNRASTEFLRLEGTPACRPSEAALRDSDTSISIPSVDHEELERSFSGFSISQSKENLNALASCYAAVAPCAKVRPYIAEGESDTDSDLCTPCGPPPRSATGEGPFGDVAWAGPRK
# Numbers without * were called inactive; i = inactive; / = not tested or not shown. Rows were taken by chance; about 2.6% have a hit in one of these screens.
SMILES,Kir21 block,CHT inh,KCNQ2 inh
Cc1ccc(NC(=O)C2C(=O)N(C)c3ccccc32)cc1 (stereo unspecified),1.4,i,i
CCCCc1cc2c(cc1NC(=O)CN1CCCCC1)OCCO2,0.75,i,i
O=C(COc1ccccc1)NC(=S)Nc1ccc2c(c1)Cc1ccccc1-2,-0.89,i,i
COC(=O)c1c(NC(=O)c2ccco2)sc2c1CCC2,-1.3,i,i
CC(C)(C)c1ccc(C(=O)NCCn2c(N)c(C#N)c3nc4ccccc4nc32)cc1,0.15,i,i
Cc1ccc(C2C(C#N)=C(N)N(c3cccnc3)C3=C2C(=O)CCC3)c(C)c1 (stereo unspecified),0.2,i,i
COc1ccc(-n2c(=S)[nH]c3cc(C(=O)NCCCN4CCCC4=O)ccc3c2=O)c(OC)c1,-1.4,i,i
COCCNC(=O)C(c1ccco1)N(Cc1ccc(OC)cc1)C(=O)Cn1nnc2ccccc21 (stereo unspecified),1.7,i,i
O=[N+]([O-])c1ccc(C(O)C23CN4CN(CN(C4)C2)C3)cc1 (stereo unspecified),-1,i,i
CCOC(=O)CSc1nc2c(c(=O)n(C)c(=O)n2C)n1Cc1ccccc1F,-1.5,i,i
COc1ccc(OC(=O)Nc2ccc([N+](=O)[O-])cc2OC)cc1,-0.42,i,i
COC(=O)c1ccc(NC(=S)NC2CC2)cc1,-0.87,i,i
O=C(COc1ccc(Br)cc1)Nc1ccc([N+](=O)[O-])cn1,-0.09,i,i
C=CCn1c(Cc2c[nH]c3ccccc23)n[nH]c1=S,-1.4,i,i
O=C(Nc1ccccn1)Nc1ccccc1Cl,-0.21,i,i
Cc1nc(Cl)c(C(=O)NCc2ccccc2)c(C)c1[N+](=O)[O-],0.11,i,i
N#Cc1ccc(COc2cccc3cccnc23)cc1,0.35,i,i
NC(=O)CSc1nnc(Cn2c(=O)sc3ccccc32)n1-c1cccc(Cl)c1,1.5,i,i
COC(=O)C(Cc1ccccc1)NC(=O)c1cc(=O)[nH]c2ccccc12 (stereo unspecified),-0.43,i,i
COc1ccc(-c2nn(CC(=O)NCCc3ccccc3)c(=S)n2C)cc1,0.87,i,i

# Brought forward from above: 2 compounds, then new ones.
SMILES,Kir21 block,CHT inh,KCNQ2 inh
COC(=O)C(Cc1ccccc1)NC(=O)c1cc(=O)[nH]c2ccccc12 (stereo unspecified),-0.43,i,i
COc1ccc(-c2nn(CC(=O)NCCc3ccccc3)c(=S)n2C)cc1,0.87,i,i
CCCCOc1ccc(C(=O)Nc2cc(C)c(OCC(=O)N3CCOCC3)c(C)c2)cc1,-2,i,i
O=C(Nc1ccc2c(c1)OCCO2)C1CCN(C(=O)c2ccccc2)CC1,0.95,i,i
O=c1c2cnn(-c3ccccc3)c2ncn1Cc1ccccc1F,-0.28,i,i
COc1ccc(S(=O)(=O)NC(CC(=O)NC2CCCC2)c2ccco2)cc1 (stereo unspecified),-0.12,i,i
Cc1sc(NC(=O)CN2C(=O)NC3(CCCC3)C2=O)nc1-c1ccc(F)cc1,-1,i,i
CCOC(=O)CSc1nc(C)c(Oc2ccc(Cl)cc2Cl)c(=O)[nH]1,-0.14,i,i
CCOc1cccc(-c2nnc3sc(COc4ccccc4)nn23)c1,-0.3,i,i
COc1ccc(NC(=O)c2cccc(OC(=S)N3CCOCC3)c2)cc1,-1.2,i,i
Cc1ccc(S(=O)(=O)N2CCC(=O)N(C(COCc3cccc(Cl)c3)Cc3ccccc3)CC2)cc1 (stereo unspecified),0.38,i,i
COc1cccc(C2c3c(oc4ccccc4c3=O)C(=O)N2c2ccccn2)c1 (stereo unspecified),1.3,i,i
Cc1ccc(CSc2n[nH]c(N)n2)cc1,1.3,i,i
Cc1cc[n+](-c2[nH]c(=O)sc2/C=N/N=C(\[O-])CCn2c3ccccc3c3ccccc32)cc1,0.41,i,i
CCOC(=O)c1c(-c2ccccc2)csc1NC(=O)/C(C#N)=C/c1ccc(O)c(OC)c1,-3,i,i
Cc1nn(-c2ccccc2)c(Cl)c1C(=O)Nc1ccc(N2CCOCC2)cc1,-1.4,i,i
O=C(/C=C/c1ccccc1)NCC1(c2ccccc2)CCOCC1,1.9,i,i
CCOc1cc(/C=N/Nc2cccc(C(=O)O)c2)ccc1OC(=O)c1ccccc1,0.42,/,i
COc1ccc(CCNC(=O)c2ccc3c(c2)S(=O)(=O)N=C2CCCCCN23)cc1,1.2,i,i
Cc1ccc(Cn2ccc(NC(=O)c3cc(-c4ccccc4)on3)n2)cc1,0.54,i,i
Cc1ccc2[nH]c(=O)c(CN(CCN3CCOCC3)C(=O)Nc3ccc(F)cc3)cc2c1,-0.12,i,i
Cc1ccc(S(=O)(=O)N(C)c2ccc(OCC(=O)Nc3cccc(-n4cnnn4)c3C)cc2)cc1,-0.99,i,i
Cn1c(=O)[nH]c(=O)c2c1nc(SCC(=O)O)n2Cc1ccccc1,0.22,i,i
COCCc1ccc(OCC(O)CNC(C)C)cc1 (stereo unspecified),-0.51,i,i
COc1ccc(N2CCN(C(=O)CSc3nnc4ncccn34)CC2)cc1,0.77,i,i
COc1cc(OC)cc(C(=O)N[C@H](C(=O)NCc2cccs2)C(C)C)c1,1,i,i
COc1ccccc1CNC(=O)CCNS(=O)(=O)c1cc(Br)cnc1N,0.26,i,i
CCC(C)N(C)C(=O)c1cc2ccccc2c(-c2ccccc2Cl)n1 (stereo unspecified),-0.01,i,i
CC(/C=C/c1ccccc1)=N/O,0.97,i,i
Cc1ccc(N=Nc2ccc(O)c3ncccc23)cc1C,-0.82,i,i
COc1ccc(Cc2nc(C(=O)Nc3ccc(Cl)cc3)cs2)cc1,0.18,i,-5.8*
CCC(=O)NC(=S)Nc1cccc(NC(=O)c2ccccc2C)c1,-0.05,i,i

# Individual results from above.
# `CC(/C=C/c1ccccc1)=N/O` in Kir21 block: 0.97
# `Cc1ccc(N=Nc2ccc(O)c3ncccc23)cc1C` in Kir21 block: -0.82

# The list continues.
SMILES,Kir21 block,CHT inh,KCNQ2 inh
O=C(OC(C(=O)NCc1ccccc1)c1ccccc1F)c1ccco1 (stereo unspecified),1.1,i,i
C=CCn1c(SCC(=O)Nc2cc(C)nn2-c2ccccc2)nnc1C1CCCCC1,-1.3,i,i
CC(C)(C)c1ccc(Cn2cnc(-c3ccc([N+](=O)[O-])cc3)c2)cc1,-0.81,i,i
Cc1ccc(NC(=O)CC(N)=S)cc1,0.59,i,i
CC1CCCCC12NC(=O)N(CC(=O)Nc1ccc(N3CCOCC3)cc1)C2=O (stereo unspecified),1.2,i,i
CSCC(=O)N1CCCC(CO)(Cc2ccccc2C)C1 (stereo unspecified),-0.03,i,i
Cc1ccc(Cl)c(OCC(=O)NCC(c2cccs2)N2CCOCC2)c1 (stereo unspecified),-7.8*,i,i
CC1CCCCC1NC(=O)COC(=O)c1ccc(S(=O)(=O)N2CCOCC2)cc1 (stereo unspecified),-0.66,i,i
COc1cc(C(CCN2CCCC2)c2c(OC)cc(OC)c3c(C)cc(=O)oc23)cc(OC)c1OC (stereo unspecified),0.54,i,i
CCn1c(C)nc([N+](=O)[O-])c1C(=O)O,0.02,i,i
CC(=O)c1c(C)c(C)c2n1CCn1c(C)ccc1-2,0.14,i,i
Nc1ccc2nc(-c3cccnc3)[nH]c2c1,1.5,i,i
COc1cc(OC)c(NC(=O)CCNC(=O)Cn2cnc3ccccc3c2=O)cc1Cl,0.57,i,i
CC1CCN(C(=O)C2CCN(S(=O)(=O)c3ccc(-n4cnnn4)cc3)CC2)CC1,0.28,i,i
COCCNc1nc(Cl)c(C#N)s1,0.6,i,i
CC(C)c1cccc(C(C)C)c1NC(=O)CNCC(O)c1ccccc1 (stereo unspecified),-1.3,i,i
CC(Oc1ccc2ccc(=O)oc2c1)C(=O)NCCCn1ccnc1 (stereo unspecified),-0.06,i,i
CN(C(=O)Nc1ccc(Cl)cc1)n1cnc2ccccc2c1=O,0.24,i,i
O=C(Cc1cccc2ccccc12)Nc1ccc(Br)cc1C(=O)O,-0.14,i,i
Cc1ccc2c(c1)c1c(n2CC(O)CN2CCCCCC2)CCCC1 (stereo unspecified),-0.74,i,i
O=C(NCc1ccccc1)c1ccc(S(=O)(=O)C(F)F)cc1,1.5,i,i
CC(C)c1ccc(NC(=O)Nc2cc3sccc3n2C)cc1,0.62,i,i
CCOC(=O)Cn1c(-c2cccnc2Cl)nc2ccccc21,-0.54,i,i
CSc1ccc(S(=O)(=O)NCC(=O)OCC(=O)N2CCCCC2C)cc1[N+](=O)[O-] (stereo unspecified),-1.6,i,i
COc1cc(NS(=O)(=O)c2ccc3c(c2)n(C)c(=O)n3C)cc(OC)c1,-1.7,i,i
COc1ccc(C2(O)C(=O)Nc3ccccc32)cc1 (stereo unspecified),-0.8,i,i
CN1CCN(c2ccc([N+](=O)[O-])cc2C(=O)c2ccc(Cl)cc2)CC1,-0.28,-5*,i
CN(C)S(=O)(=O)c1cc(NC(=O)CSc2nn(-c3ccc(Cl)cc3)c(=S)s2)ccc1Cl,-0.07,i,i
COc1ccc(C(=O)CCC(=O)Nc2cccnc2)cc1,1.1,i,i
Cn1c(SCC(=O)NCCc2ccccc2)nc2c([nH]c3ccccc32)c1=O,0.64,i,i

# Marked active in Kir21 block, of those listed so far:
SMILES,Kir21 block,CHT inh,KCNQ2 inh
Cc1ccc(Cl)c(OCC(=O)NCC(c2cccs2)N2CCOCC2)c1 (stereo unspecified),-7.8*,i,i

# (cont.)
SMILES,Kir21 block,CHT inh,KCNQ2 inh
CCOC(=O)C1=C(COC(=O)c2cc(Br)c(Br)s2)NC(=O)NC1C (stereo unspecified),-0.21,i,i
CN(c1ccccc1)S(=O)(=O)c1cccc(NC(=O)Nc2ccc(Cl)cc2C#N)c1,-0.17,i,i
CCOC(=O)N1CCN(S(=O)(=O)N2CCCC(C(=O)NC(C)c3ccccc3)C2)CC1 (stereo unspecified),0.51,i,i
O=[N+]([O-])c1cnccc1Nc1ccc(Cl)cc1,-0.84,i,i
CCOC(=O)CSc1ccc(C(=O)NCCN2CCOCC2)cc1[N+](=O)[O-],0.38,i,i
CCn1c(SCC(=O)Nc2oc(-c3ccccc3)c(-c3ccccc3)c2C#N)nnc1-c1ccco1,0.94,i,i
O=C(Cn1cnc2ccccc2c1=O)Nc1cccc(-c2nnc3n2CCCCC3)c1,1.7,i,i
CC1CN(c2nc3c(c(=O)n(Cc4ccc(Cl)c(Cl)c4)c(=O)n3C)n2C)CC(C)O1 (stereo unspecified),-3.5,i,i
O=C(N/N=C/c1ccc(Cl)c([N+](=O)[O-])c1)c1cc(-c2ccc3c4c(cccc24)CC3)n[nH]1,-0.25,i,i
COc1ccc([N+](=O)[O-])cc1/C=N/NC(=O)CNC(=O)C(c1ccccc1)c1ccccc1,3.7,i,-6.1*
CC(C)(C)C1CCC(=NNC(=O)c2ccccc2-n2cccc2)CC1 (stereo unspecified),2.5,i,i
O=c1c2ccccc2c(=O)n2n1Cc1ccccc1C2,0.03,i,i
O=C(N/N=C/c1ccco1)c1ccccc1OCc1ccccc1Cl,0.4,i,i
CCCOc1ccc(N/C=C/C(=O)c2ccc(OC)c(OC)c2)cc1,1.3,i,i
CC1(C)CC2CC(C)(CN2S(=O)(=O)c2cccc(C(=O)OCC(=O)NC(N)=O)c2)C1 (stereo unspecified),-0.28,i,i
CC1CN(C(=O)CCC(=O)NC(C)c2ccccc2)c2cc(Cl)ccc2O1 (stereo unspecified),-1,i,i
CCCCn1c(-c2cccs2)nc2nc3ccccc3nc21,1.2,i,i
S=c1[nH]nc(-c2ccccc2Cl)n1/N=C/C=C/c1ccco1,-0.97,i,i
COc1ccc(CNC(=O)COc2ccc(S(=O)(=O)N3CCCCC3)cc2)cc1,-0.7,i,i
COc1ccc(CCNC(=O)CN2C(=O)c3ccccc3S2(=O)=O)cc1OC,2,i,i
Cc1ccc(CN2CCN(CC(=O)N3CCC(C(N)=O)CC3)C2=O)cc1,1,i,i
COCCNC(=O)C1CCCN(S(=O)(=O)c2cccc3nsnc23)C1 (stereo unspecified),-1,i,i
Nc1cc(=O)nc(SCC(=O)N2CCN(c3ccccc3)CC2)n1-c1ccc(F)cc1,0.81,i,i
CC(=O)c1cccc(OCc2cc(C(=O)N(C)Cc3ccc(C)o3)no2)c1,0.98,i,i
Cc1cc(C)n(-c2ccc(NC(=O)C3CCCCN3C(=O)c3ccoc3C)cc2)n1 (stereo unspecified),0.06,i,i
Oc1ccccc1C=Nc1cccc2ccccc12,1.9,i,i
CCOC(=O)/C=C1\SCC(=O)N1CC(=O)NCCOC,-0.52,i,i
Cc1cc(C)c(NC(=O)Cn2nnc(C(=O)Nc3ccc(F)cc3F)c2N)c(C)c1,1.4,i,i
COc1ccc(S(=O)(=O)NCC2CCCN(Cc3ccccc3C)C2)cc1 (stereo unspecified),0.87,i,i
COC(=O)[C@H](CC(C)C)NC(=O)N1CCN(c2cccc(C(F)(F)F)c2)CC1,-0.09,i,i
COc1cccc(C(=O)N(Cc2cc3cc(C)ccc3[nH]c2=O)C(C)C)c1,0.22,i,i

# Part of the list above in order of count of non-hydrogen atoms, falling.
SMILES,Kir21 block,CHT inh,KCNQ2 inh
COc1cc(C(CCN2CCCC2)c2c(OC)cc(OC)c3c(C)cc(=O)oc23)cc(OC)c1OC (stereo unspecified),0.54,i,i
C=CCn1c(SCC(=O)Nc2cc(C)nn2-c2ccccc2)nnc1C1CCCCC1,-1.3,i,i
COC(=O)C(Cc1ccccc1)NC(=O)c1cc(=O)[nH]c2ccccc12 (stereo unspecified),-0.43,i,i
O=C(NCc1ccccc1)c1ccc(S(=O)(=O)C(F)F)cc1,1.5,i,i
O=[N+]([O-])c1ccc(C(O)C23CN4CN(CN(C4)C2)C3)cc1 (stereo unspecified),-1,i,i
O=[N+]([O-])c1cnccc1Nc1ccc(Cl)cc1,-0.84,i,i
